KCNH2 3.1 inh: KCNH2 3.1 (human) potassium channel inhibition; AID 720553; 0.95% of 340,000 active; activity change, % (tested at about 1.8 µM); U2OS KCNH2 3.1, thallium flux FluxOr; stronger effect = lower value;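 active = maximum activity change below -70%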;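 also: thallium influx rate constant from kinetic fluorescence after stimulation buffer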
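Thallium flux read-out: FluxOr dye with Red40 quencher in HBSS/HEPES, 45 min at RT. Rate constants from kinetic reads were normalized to positive and negative DMSO controls. Cells: U2OS virally expressing the 3.1 isoform.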
An asterisk follows results filed as active. % is scaled to controls: 0 for no effect and ±100 for the full control effect. A portion of the library (hit frequency here may not be typical).

SMILES | KCNH2 3.1 inh
CCOC(=O)N1CCN(C(=O)c2ccc(CS(=O)c3cccc(C)c3)o2)CC1 (centres undefined) | 2
Cc1ccc(NC(=O)CN(C)C(=O)c2cccc(S(=O)(=O)N3CCc4ccccc4C3)c2)cc1 | 13
COC(=O)[C@H]1C[C@@]2(O)CN(S(=O)(=O)c3ccc(C)cc3)C[C@@]2(OC(=O)NCc2ccc(OC)c(OC)c2)C[C@H]1C(=O)OC | 14
O=C(c1ccc(S(=O)(=O)Cc2cc(F)ccc2F)c([N+](=O)[O-])c1)N1CCOCC1 | -3
CC1=C(C(=O)N(C)C)CC(CC(=O)NCCc2ccccn2)C(=O)N1CCC1=CCCCC1 (centres undefined) | 6
NC(=O)C1CC(=O)N(c2ccc(OCc3ccc(Cl)c(Cl)c3)cc2)C1 (centres undefined) | -7
COCCNC(=O)c1cc(S(=O)(=O)N(C)C2CCCCC2)ccc1Cl | 7
Cc1ccc(Cc2c(-c3ccc(Br)cc3)nc3ccc(Br)cn23)cc1 | -24
CS(=O)(=O)c1ccc(Cl)c(NC(=O)c2ccc(-n3cncn3)c([N+](=O)[O-])c2)c1 | 5
Clc1ccccc1CNCc1ccc2c(c1)OCO2 | 7
Cc1ccc([C@H]2C[C@H](O)[C@@H](n3cc(C4CC4)nn3)CN2C(=O)c2cccs2)cc1 | -25
COCCCNC1=C(C#N)C(=O)NC(c2cccc([N+](=O)[O-])c2)S1 (centres undefined) | -4
Cc1cc(=O)oc2cc(OCC(=O)NC3(C#N)CCCCC3)ccc12 | 2
CC1(C)CC(Cc2cccc(C(F)(F)F)c2)N(C(=O)OC(C)(C)C)C1 (centres undefined) | 9
Cc1ccc(NC(=O)CCCN2C(=O)C(c3ccccc3)Oc3cccnc32)c(C)c1 (centres undefined) | 2
CC(C)[C@H](N)C(=O)N[C@H]1CCC2C3CC=C4C[C@@H](O)CC[C@]4(C)C3CC[C@@]21C (some centres undefined) | 6
O=c1[nH]cc(S(=O)(=O)N2CCN(c3ccc(F)cc3)CC2)c(=O)[nH]1 | 1
NC(=S)NN=Cc1nccc2c(N)cccc12 | 6
Cc1ccc(Cc2c(-c3ccccc3)nc3ccc(Cl)cn23)cc1 | -42
CCCn1c(SC(C)C(=O)NC2CCCC(C)C2C)n[nH]c1=O (centres undefined) | 8

An excerpt of these results, as a markdown table:
| compound | KCNH2 3.1 inh |
| --- | --- |
| COCCNC(=O)c1cc(S(=O)(=O)N(C)C2CCCCC2)ccc1Cl | 7 |
| Cc1ccc(Cc2c(-c3ccc(Br)cc3)nc3ccc(Br)cn23)cc1 | -24 |

Back to the main list, starting 4 compounds before the break.
SMILES | KCNH2 3.1 inh
O=c1[nH]cc(S(=O)(=O)N2CCN(c3ccc(F)cc3)CC2)c(=O)[nH]1 | 1
NC(=S)NN=Cc1nccc2c(N)cccc12 | 6
Cc1ccc(Cc2c(-c3ccccc3)nc3ccc(Cl)cn23)cc1 | -42
CCCn1c(SC(C)C(=O)NC2CCCC(C)C2C)n[nH]c1=O (centres undefined) | 8
Cc1ccc(S(=O)(=O)N2CC3(O)CN(C(=O)OC(C)C)N(C(=O)OC(C)C)CC3(OC(=O)NCc3ccco3)C2)cc1 (centres undefined) | -1
COc1ccc(CCC(=O)N2CCN(S(=O)(=O)c3ccc(OC)c([N+](=O)[O-])c3)CC2)cc1 | -8
CCCCCC(=O)N1C[C@H](O)[C@@H](n2cc(COC(=O)c3ccccc3)nn2)C[C@@H]1c1ccc(Cl)cc1 | -38
CN(Cc1ccccc1)C(=O)c1ncn2c1C(=O)N(C)CC2 | -18
O=C(COc1ccc(Cl)cc1Cl)NCCN1CCCC1 | 4
O=C(COC(=O)c1ccccc1Cl)Nc1cccc(S(=O)(=O)N2CCCCC2)c1 | -19
Cc1ccc(NC(=O)CN2CCN(C(=O)C3CC3)CC2)c(F)c1 | -16
COc1cccc(/C=C/c2nc(S(=O)(=O)c3ccccc3)c(N3CCC(C(N)=O)CC3)o2)c1 | 14
CCCCN(C(=O)c1cc(S(=O)(=O)N2CCOCC2)ccc1N1CCOCC1)c1ccccc1 | -2
Cc1nc2ccccn2c(=O)c1NC(=O)c1ccc(Br)o1 | -3
CCc1cc(-c2nnn(CCC3COCCO3)c2CC)cc(CC)c1-c1cn(Cc2ccc3ccccc3c2)nn1 (centres undefined) | 0
COc1ccc(C(=O)CC(Sc2ccccc2N)c2ccc(OC)cc2)cc1 (centres undefined) | -14
CN(CC(=O)Nc1ccc(F)cc1)C(=O)COC(=O)c1nc(Cl)ccc1Cl | 0
O=C(CN1CCN(S(=O)(=O)c2ccc(Br)s2)CC1)NCC1CCCCC1 | 2
CCCCn1c(N)c(N(C)C(=O)CCCn2c(=O)oc3ccccc32)c(=O)[nH]c1=O | 11
CC(=O)Nc1ccc2sn(-c3ccccc3)c(=O)c2c1 | -1
CCCC1NC(=O)c2cccnc2-n2c1nc1cc(C)cc(C)c1c2=O (centres undefined) | 2
COC(=O)C=CSC(=S)C1CCCC1=N (centres undefined) | 12
COc1ccc(Cl)cc1N(CC(=O)NCc1ccccn1)S(=O)(=O)c1ccc(C)cc1 | -13
O=C(COC(=O)CCS(=O)(=O)c1ccccc1)NNC(=O)c1ccc([N+](=O)[O-])cc1 | -7
O=C(O)c1cccc(S(=O)(=O)Nc2ccccc2Oc2ccccc2)c1 | 4
Cc1ccc([C@H]2C[C@@H](n3cc(C4CC4)nn3)[C@H](O)CN2C(=O)c2cccs2)cc1 | -4
Cc1noc(C)c1S(=O)(=O)N(C)C[C@H]1OCCCC[C@@H](C)Oc2ccc(NC(=O)CCCN(C)C)cc2C(=O)N([C@H](C)CO)C[C@@H]1C | 18
COc1cccc(CN(CCC(=O)O)Cc2cccc(OC)c2)c1 | 3
Cc1ccc(OCC(=O)Nc2cc(Cl)ccc2-n2cncn2)c(C)c1 | -9
Cc1ccccc1OS(=O)(=O)c1cccc([N+](=O)[O-])c1 | 14
O=C(COC(=O)c1ccc([N+](=O)[O-])o1)Nc1ccc2c(c1)OC(F)(F)O2 | 17
O=C(CSc1nc(-c2ccccc2)c(-c2ccccc2)o1)N1CCCCC1 | -3
CC(=O)c1c(O)c(C)c(O)c2c1OC1=Cc3c(c(C)nn3C)C(=O)C12C (centres undefined) | -12
O=C(CCC1CCN(C(=O)C2CC=CCC2)CC1)Nc1ccccc1 (centres undefined) | 12
CSCCC(NC(=O)COc1ccccc1)C(=O)N(C)Cc1c(F)cccc1Cl (centres undefined) | -15
C=CCn1nc(C(=O)N2CCOCC2)cc1-c1sc(NC(=O)c2ccccc2)nc1C | 7
CC(OC(=O)c1cccc(S(=O)(=O)N2CCOCC2)c1)C(=O)NCC1CCCCC1 (centres undefined) | -14
CC(C)CC1C(=O)N(Cc2cn(CCC3OCCO3)nn2)CCS(=O)(=O)N1Cc1ccc(-c2cccc(CO)c2)cc1 (centres undefined) | 4
O=S(=O)(c1ccc(NC(=S)N2CCCCC2CO)cc1)N1CCOCC1 (centres undefined) | -5
C[C@@H]1CN([C@H](C)CO)S(=O)(=O)c2ccc(C3=CCCCC3)cc2O[C@H]1CN(C)C(=O)Cc1cccnc1 | 2
CCCOc1ccc(C2C(C(=O)c3ccco3)=C(O)C(=O)N2CCCn2ccnc2)cc1OC (centres undefined) | 18
O=C(CN1CCN(Cc2ccccc2)CC1)Nc1cccc(Cl)c1Cl | -17
N/C(Cc1ccc(Cl)cc1)=N\OC(=O)CCc1ccccc1 | 7
O=C(OCc1cn([C@@H]2CN(C(=O)C3CCCCC3)[C@@H](c3ccc(Cl)cc3)C[C@H]2O)nn1)c1ccccc1 | 0
C[C@H](CO)N1C[C@H](C)[C@@H](CN(C)Cc2ccccc2C(=O)O)OCc2cnnn2CCCC1=O | 8
OCCNc1ncnc2c1nnn2Cc1ccccc1Cl | -13
O=C(COC(=O)c1ccccc1Cl)NCc1cccs1 | -8
COc1ccc(C(C)=O)c(OCC(=O)NCCC2=CCCCC2)c1 | 5
O=C(CCn1c(=S)[nH]c2cc3c(cc2c1=O)OCO3)NCCc1ccccc1Cl | -9
COc1ccc(NC(=O)c2ccc(S(=O)(=O)N(C)c3ccccc3)cc2)cc1S(=O)(=O)N1CCOCC1 | -17
CSCCC(C)N1CCC(Oc2ccc(C(=O)NCc3ccccn3)cc2)CC1 (centres undefined) | 12
OCC[C@@H]1C[C@H](O)[C@@H](O)[C@]2(OCCc3cc(C(F)(F)F)ccc32)O1 | 4
CC(Oc1ccccc1)C(=O)N1CCN(S(=O)(=O)c2ccc(OC(F)(F)F)cc2)CC1 (centres undefined) | -3
COc1ccc(CNC(=O)C[C@@H]2C[C@H]3c4cc(NC(=O)C5CCC5)ccc4O[C@H]3[C@@H](CO)O2)cc1 | 9
C[C@H](CO)N1C[C@H](C)[C@@H](CN(C)Cc2ccccc2)OCCCC[C@H](C)Oc2ccc(N(C)C)cc2C1=O | -15
C[C@H](CO)N1C[C@H](C)[C@H](CN(C)C(=O)Nc2ccccc2)OCc2cnnn2CCCC1=O | 2
COc1ccc(S(=O)(=O)N(C)C)cc1NC(=O)c1ccc(OCC2CCCO2)cc1 (centres undefined) | 2
O=C(C1CCCCC1)N1C[C@H](O)[C@@H](n2cc(-c3ccc(F)cc3)nn2)C[C@@H]1c1ccccc1 | -10
C[C@@H]1CN([C@H](C)CO)C(=O)CCCn2cc(nn2)CO[C@H]1CN(C)C(=O)Nc1ccc2c(c1)OCO2 | -8
Cc1cccc(C(=Cc2ccc([N+](=O)[O-])cc2)C(=O)O)c1 | -1
Cc1ccc(S(=O)(=O)NN=C2CCc3ccccc32)cc1 | 0
C=CCn1c(=O)c(C(=O)Nc2ncccc2C)c(O)c2ccccc21 | 5
CCN(CC)C(=O)C1=C(C)N(CCCN2CCCC2=O)C(=O)C(CC(=O)NC2CCCC2)C1 (centres undefined) | 1
CCN(CC)C(=O)C1=C(C)N(Cc2ccc(C(C)(C)C)cc2)C(=O)C(CC(=O)NCCCN(C)C)C1 (centres undefined) | -1

(list continues)
SMILES | KCNH2 3.1 inh
COC(=O)C(CSCc1ccccc1)NC(=O)CCNC(=O)OCc1ccccc1 (centres undefined) | -1
Cc1nnc(SC(C)C(=O)c2c[nH]c3ccccc23)n1C1CC1 (centres undefined) | -8
Cc1cc2cc3c(=O)[nH]c(=O)cc-3n(CC(O)C(O)C(O)CO)c2cc1C (centres undefined) | 11
CCOC(=O)C1CCC(C(=O)OCC)N1c1ccc(C=O)cc1 (centres undefined) | -7
C[C@H]1CN(C2CCCCC2)C(=O)[C@@H]1CC(=O)Nc1ccccc1 | 16
C[C@@H]1CN([C@@H](C)CO)C(=O)CCCn2nncc2CO[C@@H]1CN(C)C(=O)Nc1ccccc1 | -2
CNC(=O)C1(c2ccccc2)CCCCC1 | -2
CC1=C(C(=O)N2CCOCC2)CC(CC(=O)NC2CCCCC2)C(=O)N1CCCN1CCCC1=O (centres undefined) | -15
C=CCN(c1ccc(F)cc1)S(=O)(=O)c1cc(C(=O)NC2CC2)ccc1Cl | -10
COc1ccc(/C=C/C(=O)OCC(=O)Nc2nnc(-c3ccccc3)o2)c(OC)c1 | 1
CC(NC(=O)COC(=O)C1CCN(c2ccc(C(F)(F)F)cn2)CC1)c1ccccc1 (centres undefined) | 3
CCOc1ccccc1NC(=O)CN(c1ccc(OC)c(OC)c1)S(=O)(=O)c1ccc(C)cc1 | -108*
O=C1CSc2ccc(C(=O)N3CCCCC3)cc2N1 | 19
Nc1ccc(C(=O)Nc2ccc(Nc3ccncc3)cc2)c([N+](=O)[O-])c1 | 15
Cc1ccc([C@H]2C[C@@H](O)[C@H](n3cc(C4CC4)nn3)CN2Cc2cccs2)cc1 | -16
COc1ccccc1S(=O)(=O)N(C)C[C@@H]1OCc2cnnn2CCCC(=O)N([C@H](C)CO)C[C@H]1C | 0
COc1cccc(-c2nc3n(n2)CCc2ccccc2-3)c1 | 0
CCOc1cc(N2CCOCC2)c(OCC)cc1NC(=O)COC(=O)c1c(C)noc1C | 2
COc1ccc(-c2csc(Nc3cccc(C)n3)n2)cc1OC | 0
Cc1ccc(C(=O)CCC(=O)OCC(=O)Nc2cc(S(=O)(=O)N(C)C)ccc2C)cc1 | 3
Cc1cc(Br)c(NC(=O)CN2C(=O)NC3(CCOc4ccccc43)C2=O)c(Br)c1 (centres undefined) | 0
COc1cccc(-c2ccc3c(c2)O[C@@H](CN(C)C(=O)C2CCOCC2)[C@H](C)CN([C@H](C)CO)S3(=O)=O)c1 | 1
COc1ncnc2c1ncn2CCCN(C)Cc1ccco1 | 2

An excerpt from above in order of formula weight, lowest first.
SMILES | KCNH2 3.1 inh
COc1ccc(-c2csc(Nc3cccc(C)n3)n2)cc1OC | 0
C=CCN(c1ccc(F)cc1)S(=O)(=O)c1cc(C(=O)NC2CC2)ccc1Cl | -10
CCOc1cc(N2CCOCC2)c(OCC)cc1NC(=O)COC(=O)c1c(C)noc1C | 2
C[C@@H]1CN([C@@H](C)CO)C(=O)CCCn2nncc2CO[C@@H]1CN(C)C(=O)Nc1ccccc1 | -2
